TAAR1 antag: antagonists of human TAAR1. Q96RJ0. CHO RD-HGA16 TAAR1, Fluo-8 calcium fluorescence, antagonist. actives 1.5% (n = 360,000). inhibition, % at 3 µM;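 active = inhibition above a per-plate cutoff, the mean inhibition of test compounds on that plate plus 3 SD, cut at about 49% in these data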;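 note: 0% = DMSO plus EC80 beta-PEA response and 100% = DMSO alone without agonist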
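Test system – hTAAR1-expressing CHO RD-HGA16 cells, Gα16-coupled · Also added – β-PEA at EC80 concentration, post-compound challenge · Compound – 3 µM, single point · Incubation – dye loading 75 min at 37 °C, then 30 min room temperature · Measured by – Fluo-8 intracellular calcium dye fluorescence, real-time kinetic reads · Benchmarks – vehicle and agonist controls · Replicates – singlicate, one well per test compound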
OXTR potentiate: human OXTR potentiation | AID 2445 | CHO-OTR cells, Fluo-8 calcium fluorescence, potentiator mode; 0% = oxytocin EC15, 100% = EC100 | P30559 | actives 0.061% (n = 320,000) | activation, % at 3 µM;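 active = activation above that plate's cutoff, the mean activation of tested compounds plus 3 SD, cut at about 6.6% in these data, passing the limit was not always enough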;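 note: 100% uses oxytocin at 75 nM as the full agonist control; some results filed as inactive read as strong as hits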
Target sequence (P30559 whole entry, looked up): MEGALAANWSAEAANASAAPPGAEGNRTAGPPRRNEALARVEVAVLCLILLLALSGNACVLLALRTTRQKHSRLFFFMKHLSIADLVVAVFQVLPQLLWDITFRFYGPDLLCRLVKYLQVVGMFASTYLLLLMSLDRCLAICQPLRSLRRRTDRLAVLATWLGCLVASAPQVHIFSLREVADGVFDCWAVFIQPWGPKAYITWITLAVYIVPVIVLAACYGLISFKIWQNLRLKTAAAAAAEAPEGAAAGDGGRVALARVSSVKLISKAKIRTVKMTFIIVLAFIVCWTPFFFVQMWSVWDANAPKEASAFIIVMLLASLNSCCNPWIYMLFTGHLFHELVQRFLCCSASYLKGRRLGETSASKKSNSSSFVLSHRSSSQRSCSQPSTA
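Assay system: CHO cell line stably expressing human OTR | Also added: Oxytocin at about EC15, sub-maximal agonist stimulus | Times: Compound 6 min at room temperature before oxytocin, 100 s read | Measured by: Fluo-8 intracellular calcium fluorescence, ex 470-495, em 515-575 nm | Controls: EC15 oxytocin alone as 0%, 75 nM oxytocin as 100%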
M1 antag: antagonists of human M1 muscarinic receptor. P11229. CHO-K1 hM1, Fluo-8 calcium fluorescence, ACh EC80 antagonist. inhibition, % at 3 µM. actives 1.3% (n = 360,000);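 active = percent inhibition above its own plate's cutoff, namely the mean of that plate's compound wells plus 3 SD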;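 note: peak over basal fluorescence ratio during 140 s after agonist addition; 0% = ACh EC80 plus DMSO and 100% = DMSO alone without agonist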
Target sequence (P11229 whole entry, looked up): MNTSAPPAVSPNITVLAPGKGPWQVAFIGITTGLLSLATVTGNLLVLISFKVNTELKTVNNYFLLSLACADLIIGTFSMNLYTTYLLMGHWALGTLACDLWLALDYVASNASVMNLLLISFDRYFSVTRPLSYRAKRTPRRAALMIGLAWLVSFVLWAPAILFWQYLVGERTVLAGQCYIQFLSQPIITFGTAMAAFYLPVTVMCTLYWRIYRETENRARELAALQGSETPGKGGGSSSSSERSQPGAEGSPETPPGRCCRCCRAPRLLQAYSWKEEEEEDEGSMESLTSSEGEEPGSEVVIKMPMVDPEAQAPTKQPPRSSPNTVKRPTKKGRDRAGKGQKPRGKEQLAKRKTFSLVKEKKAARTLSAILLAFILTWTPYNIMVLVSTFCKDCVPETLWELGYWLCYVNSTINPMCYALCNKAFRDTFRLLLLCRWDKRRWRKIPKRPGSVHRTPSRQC
CHRM1 PAM: potentiates human M1 receptor response to acetylcholine; CHO-K1 hM1, Fluo-8 calcium fluorescence, ACh EC20; 0% = ACh EC20, 100% = maximal ACh; AID 588819; activation, % at 3 µM; P11229; actives 0.088% (n = 360,000); in the data active = activation above about 19%, passing the limit was not always enough
CHO parental Ca: signal in parental CHO cells, OX1R antagonist counter-screen; actives 0.63% (n = 330,000); inhibition, % at 5.6 µM; parental CHO-K1, ATP-induced calcium, Fluo-8 fluorescence;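 active = inhibition above that plate's mean sample inhibition plus 3 SD, cut at about 26% in these data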;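 note: 0% = ATP-challenged DMSO wells and 100% = DMSO wells without ATP; some compounds past the cut are filed as inactive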
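Assay system – parental CHO cells · Reagent – ATP stimulus · Detection – intracellular calcium via Fluo-8 no-wash fluorescent dye · Evaluation – percent inhibition of ATP-evoked calcium rise, normalized to controls · Controls – ATP wells versus no-ATP DMSO wells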
TAAR1 ag: human TAAR1 agonism; Q96RJ0; CHO RD-HGA16 TAAR1, Fluo-8 calcium fluorescence; vehicle wells 0%, saturating PEA agonist 100%; activation, % at 3 µM; actives 0.99% (n = 360,000); AID 624467;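 active = activation above the mean activation of all test compounds in the run plus 3 SD, cut at about 38% in these data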
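Test system: RD-HGA16 (CHO) cells co-expressing Gα16 and hTAAR1 / Benchmarks: DMSO vehicle as 0%, PEA at EC100 as 100% / Repeats: no replicates (n 1) / Measure: % activation from peak over basal fluorescence ratio, DMSO-to-PEA scaled / Timing: 17-24 h plating, Fluo-8 75 min 37 °C, 30 min RT / Technique: kinetic Fluo-8 calcium fluorescence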
V1aR counter: activates human V1a receptor in oxytocin agonist counter-screen; CHO-V1R cells, Fluo-8 calcium fluorescence, agonist mode; 0% DMSO, 100% 3 nM vasopressin; activation, % at 3 µM; actives 0.25% (n = 320,000); AID 2797;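 active = activation above the mean activation of all tested compounds plus 3 SD, per screening run, cut at about 20% in these data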;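 note: signal is peak over basal fluorescence ratio across a 100 second FLIPR read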
M1 ag: activates human CHRM1 receptor. P11229. CHO-K1 hM1, Fluo-8 calcium fluorescence, agonist mode; 0% DMSO, 100% acetylcholine EC100. activation, % at 3 µM. actives 0.33% (n = 360,000);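 active = activation above the run's mean compound activation plus 3 SD, cut at about 16% in these data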;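 note: peak over basal fluorescence ratio within a 140 s kinetic read after compound addition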
OXTR agonist: human OXTR agonism; AID 2435; actives 0.32% (n = 320,000); activation, % at 3 µM; P30559; CHO-OTR cells, Fluo-8 calcium fluorescence; normalized: DMSO 0%, oxytocin 100%;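 active = activation above the mean of all tested compounds plus 3 SD, cutoff set per screening run, cut at about 20% in these data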;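 note: peak over basal fluorescence ratio from a 100 s FLIPR kinetic read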
* marks the source's active call; other numbers are inactive results; nt = not tested or not shown.

SMILES	TAAR1 antag	OXTR potentiate	M1 antag	CHRM1 PAM	CHO parental Ca	TAAR1 ag	V1aR counter	M1 ag	OXTR agonist
COc1cccc(CN2CCN(C(=O)c3cccc4ccccc34)CC2)c1OC	-3.1	-8.9	20.6	-17.1	-13.7	13.1	0.9	-6.8	2.1
O=C(CC1N=C2c3ccccc3N=C(SCc3ccccc3Cl)N2C1=O)NCc1ccco1 (configuration not stated)	-15.2	-2.6	-8.2	9.3	-11.0	18.3	0.3	-4.9	-2.1
CC(C)Oc1ccc(OCCSc2nc3ccccc3n2CC(=O)O)cc1	2.4	-6.5	-17.6	16.8	-7.2	2.6	-0.1	0.7	-0.2
CC(=NCC1CCNCC1)C1=C(O)CC(C)(C)CC1=O	-18.0	-18.7	19.1	-14.0	-11.4	-1.8	0.3	-4.9	1.3
CN1CCN(c2ccc(S(=O)(=O)N3CCCCC3)cc2NC(=O)COc2ccc(F)cc2)CC1	9.0	-3.9	-11.0	9.9	-10.6	3.4	0.0	-7.6	0.4
CCOc1ccccc1NC(=O)COC(=O)Cc1cccs1	-25.6	-4.2	-12.6	12.6	3.7	3.4	-1.2	-2.0	-1.4
Cc1nc(N2CCN(c3ccccn3)CC2)c2c(C)c(C(=O)Nc3ccc(F)c(Cl)c3)sc2n1	-1.2	-3.2	-6.5	12.4	-7.6	0.2	0.9	-0.6	1.1
CCOC(=O)C1=C(C)N(CCO)C(=O)NC1c1cccc(O)c1 (configuration not stated)	-2.6	-2.5	-15.5	-0.2	-5.9	0.8	0.6	-0.2	2.4
O=c1oc(-c2ccccc2F)nc2c1cnn2-c1ccccc1	18.1	-6.6	-3.6	3.7	-5.7	5.4	-0.5	-2.6	-0.5
COc1ccccc1NC(=O)c1cc[n+]([O-])cc1	-2.8	2.0	-12.0	8.9	-6.3	-0.7	1.1	-4.4	0.1
COc1ccc(-c2cc(=O)[nH]c(=S)[nH]2)cc1	-4.8	-11.1	-11.6	9.2	5.1	8.5	1.1	-7.8	0.9
CCOC(=O)c1cccc(NC(=O)/C(=C\c2ccccc2)NC(=O)c2ccccc2Cl)c1	30.6	-8.3	2.8	-2.7	-10.3	18.3	2.1	2.1	3.7
CCCCn1nc(C(=O)N2CCc3ccccc32)c2ccccc2c1=O	1.5	6.8	-5.3	0.7	-35.5	4.3	-1.7	-6.7	-0.4
O=C(Nc1ccnn1C1CCN(C(=O)c2cccnc2)CC1)c1cccc(F)c1	9.6	nt	-12.8	10.9	nt	-0.2	nt	-1.7	nt
CCOC(=O)c1nn(-c2ccc(F)cc2)c2nc(Nc3ccccc3)cc(=O)n12	-0.2	-2.4	7.9	-0.3	-14.8	-0.9	2.6	0.2	5.0

Some of these compounds in order of SMILES length, highest first:
SMILES	TAAR1 antag	OXTR potentiate	M1 antag	CHRM1 PAM	CHO parental Ca	TAAR1 ag	V1aR counter	M1 ag	OXTR agonist
CCOC(=O)C1=C(C)N(CCO)C(=O)NC1c1cccc(O)c1 (configuration not stated)	-2.6	-2.5	-15.5	-0.2	-5.9	0.8	0.6	-0.2	2.4
COc1ccc(-c2cc(=O)[nH]c(=S)[nH]2)cc1	-4.8	-11.1	-11.6	9.2	5.1	8.5	1.1	-7.8	0.9
CCOc1ccccc1NC(=O)COC(=O)Cc1cccs1	-25.6	-4.2	-12.6	12.6	3.7	3.4	-1.2	-2.0	-1.4

Later entries.
SMILES	TAAR1 antag	OXTR potentiate	M1 antag	CHRM1 PAM	CHO parental Ca	TAAR1 ag	V1aR counter	M1 ag	OXTR agonist
CCc1nc2ccc(C(=O)N3CCN(c4cccc(C)c4C)CC3)cc2nc1CC	-13.1	-2.8	1.1	-2.9	-24.5	-3.3	-0.9	-5.9	-2.4
CCCN1C2CCCC1CC(NC(=S)Nc1cccc(C)c1)C2 (configuration not stated)	23.8	-1.5	6.4	1.1	-15.6	6.6	-0.7	-6.3	1.2
O=C(Nc1cccnc1)c1ccc(CSc2ccccc2)cc1	10.2	-19.7	18.5	-6.3	-5.5	0.7	0.1	-3.2	-0.7
CCn1c(O)c2ccc(C(=O)N=NC(=O)c3cccnc3)cc2c1O	11.7	-0.9	6.9	-3.6	-8.0	8.5	0.0	-1.8	0.9
CCCNC(=O)CSc1nc(-c2cccs2)cc(C(F)(F)F)n1	3.2	-3.7	-14.8	18.0	-31.6	0.2	-1.2	-1.1	-2.6
CCOC(=O)N1CCN(C(=O)c2cnn3c(C)c(Cc4ccc(C)cc4)c(C)nc23)CC1	nt	-2.1	-16.4	9.4	-15.6	nt	-0.9	-9.4	-1.8
Cc1c(C(=O)Nc2cccc([N+](=O)[O-])c2)cnn1-c1ccccc1	18.9	-3.9	-8.2	2.2	-2.9	5.1	0.5	-4.5	-0.2
O=C(O)Cn1nnc(COc2ccccc2)n1	-15.7	-4.2	-6.1	5.7	0.9	3.3	0.8	-2.6	0.2
O=C(CCCN1C(=O)/C(=C/c2cccs2)SC1=S)NNC(=O)c1cccnc1	0.8	-5.4	-11.7	3.7	1.1	0.7	0.4	-1.5	1.5
C#CCOCCOCCOCCNc1nc(N2CCN(C(=O)Cn3cc(CCCN=C(N)N)nn3)CC2)nc(N2CCN(C(=O)[C@H]([C@@H](C)CC)n3cc(CCCCN)nn3)CC2)n1	17.5	-3.4	-1.6	-3.5	-13.0	6.3	1.4	-7.9	0.5
CC(Sc1ccc(Cl)cc1)C(=O)NCC1CCCO1 (configuration not stated)	2.4	-3.7	9.1	-5.1	-12.1	9.2	0.8	-1.9	0.9
Cc1cccc(/C(N)=N/OC(=O)CCC2CCCCC2)c1	-5.9	6.4	-14.9	2.7	-5.2	-0.5	0.9	-1.9	0.9
O=C(O)COc1c(-c2ccco2)oc2ccccc2c1=O	2.9	-10.6	-13.8	8.7	-9.4	0.2	2.7	-3.5	-0.6
CC(C)CN(CCNC(=O)CN1C(=O)CSc2ccc(S(=O)(=O)N3CCOCC3)cc21)CC(C)C	5.7	-13.9	40.4*	-10.3	-22.1	1.2	0.2	-6.0	-1.6
Cc1ccc(S(=O)(=O)N2CCN(C(=O)c3ccc(N4CCC(C)CC4)c([N+](=O)[O-])c3)CC2)cc1	-15.6	nt	-5.8	-7.0	nt	0.6	nt	-6.8	nt
O=C(Nc1nnc([C@@H]2C[C@H](O)[C@@H](CO)O2)s1)Nc1ccccc1C(F)(F)F	1.2	nt	-7.2	3.8	nt	1.9	nt	-1.4	nt
COc1ccc(N2C(=O)CCC(C(=O)N3CCN(c4ccccn4)CC3)C2c2ccc(F)cc2)cc1 (configuration not stated)	-18.0	-12.4	25.7	-5.8	32.0	-0.5	2.8	0.7	-0.8
COc1ccc(CCNC(=O)CC(NC(=O)c2ccccc2Cl)c2ccccc2)cc1 (configuration not stated)	-5.6	-3.1	-12.7	10.4	-8.5	2.8	1.2	-3.6	-0.2
CCCCNC(=O)C1(C)CCN1C(=O)c1oc2ccccc2c1C (configuration not stated)	-16.4	nt	-15.4	3.2	nt	-1.7	nt	-7.5	nt
O=C(c1ccc(N2CCN(C(=O)c3ccc(F)c(F)c3)CC2)cc1)c1cccc(F)c1	17.8	-10.0	-7.3	0.6	-6.7	0.8	7.3	1.4	3.2
COc1ccc2c(c1)CCc1c(C(=O)N3CCc4ccccc4C3)noc1-2	21.4	-8.0	1.1	-3.2	-12.6	13.8	0.0	-3.0	-0.1
CCCCn1nc2cc(C(=O)NCCc3cccs3)ccc2c1OCC	9.3	-12.4	-2.0	7.3	-19.2	0.4	-1.5	-9.4	-2.7
CN(C(=O)COC(=O)c1cn(-c2ccccc2)nc1-c1ccccc1)C1CCS(=O)(=O)C1 (configuration not stated)	-22.1	-11.6	-9.3	7.3	-28.1	2.3	0.5	-2.2	-1.0
CC(C)CN(C(=O)CCc1ccccc1)c1c(N)n(CC(C)C)c(=O)[nH]c1=O	-6.2	-1.8	1.6	-2.1	-7.3	3.3	0.5	-0.6	1.2
O=C(C1CCCCC1)N1C[C@@H](O)[C@H](n2cc(C3CC3)nn2)C[C@@H]1c1ccccc1	-14.3	nt	-6.8	11.2	nt	2.1	nt	1.1	nt
S=c1[nH]nc(Cc2n[nH]c(=S)n2-c2ccccc2)n1-c1ccccc1	4.3	-6.3	13.2	-4.0	-7.6	0.3	0.2	-5.7	0.8
O=C(O)c1cc([N+](=O)[O-])c(NCCC2=CCCCC2)c([N+](=O)[O-])c1	-0.5	-18.7	-0.8	3.5	3.0	33.6	-1.0	-3.7	-0.7
CC(NC(=S)Nc1ccc(Cl)cc1Cl)C(c1cccs1)N1CCCC1 (configuration not stated)	-17.7	-10.6	12.4	-15.7	-11.1	1.9	-0.4	-11.2	-2.3
N#CC(C#N)=C(Nc1ccc(F)cc1)SCc1cccc(Br)c1	30.0	-10.4	23.8	-9.9	70.2*	6.5	5.7	2.6	15.8
CCC(Sc1nc2ccccc2s1)C(=O)Nc1cc(C)on1 (configuration not stated)	6.6	-10.4	-15.8	1.5	-18.4	5.3	3.0	-3.2	-1.1
Cc1ccc(/C=N/Nc2ncc(Cl)cc2Cl)s1	-5.5	-2.0	-7.3	1.8	-19.1	14.4	-0.6	-9.0	-1.9
O=C1CN(C(=O)COC(=O)CCSc2ccccc2Cl)c2ccccc2N1	9.6	-15.9	-4.5	3.7	-11.3	5.9	0.8	-3.3	0.7
COc1cccc(/C=C2/SC(=S)N(CC(=O)NC3C=CS(=O)(=O)C3)C2=O)c1 (configuration not stated)	-25.6	-7.2	0.8	-2.6	-20.9	4.6	2.2	-3.7	1.6
COc1ccc(/C=C/c2n[nH]c(=O)c(C#N)c2C)cc1	-4.6	-6.4	-17.9	14.6	-23.7	1.8	0.3	-11.6	0.3
COc1ccc(NC(=O)CN(C)S(=O)(=O)c2ccccc2)cc1	-20.4	-5.1	-6.4	5.2	-0.4	12.7	0.6	-3.5	-0.1
COc1cccc(OCCOc2ccccc2[N+](=O)[O-])c1	-5.3	-16.6	9.2	-9.4	2.9	-2.6	-0.4	-4.8	-1.3
OCc1cn(-c2ccccc2)nc1-c1ccco1	5.5	-2.4	-21.4	5.9	-12.2	7.4	0.5	-6.0	0.6
CC(C)(C)NC(=O)C(c1ccncc1)N(C(=O)Cn1nnc(-c2cccs2)n1)C1CCCCC1 (configuration not stated)	3.5	-10.1	-5.2	7.1	-13.0	2.7	-0.3	-3.0	-1.7
COc1ccccc1CCNC(=O)c1cccc(NC(=O)CC2SC(N3CCCCC3)=NC2=O)c1 (configuration not stated)	27.6	nt	19.9	-9.1	nt	15.5	nt	-7.4	nt
